# Bioassay records: PubChem BioAssay, The Scripps Research Institute Molecular Screening Center
# CHRM1 antagonist: blocks human M1 muscarinic receptor; CHO-K1 hM1, Fluo-8 calcium fluorescence, ACh EC80 antagonist; 360,000 compounds, 1.3% hits; AID 588852; P11229; inhibition, % at 3 µM;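 active = percent inhibition above its own plate's cutoff, namely the mean of that plate's compound wells plus 3 SD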;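 also: peak over basal fluorescence ratio during 140 s after agonist addition; 0% = ACh EC80 plus DMSO and 100% = DMSO alone without agonist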
# Target sequence (P11229 whole entry, looked up): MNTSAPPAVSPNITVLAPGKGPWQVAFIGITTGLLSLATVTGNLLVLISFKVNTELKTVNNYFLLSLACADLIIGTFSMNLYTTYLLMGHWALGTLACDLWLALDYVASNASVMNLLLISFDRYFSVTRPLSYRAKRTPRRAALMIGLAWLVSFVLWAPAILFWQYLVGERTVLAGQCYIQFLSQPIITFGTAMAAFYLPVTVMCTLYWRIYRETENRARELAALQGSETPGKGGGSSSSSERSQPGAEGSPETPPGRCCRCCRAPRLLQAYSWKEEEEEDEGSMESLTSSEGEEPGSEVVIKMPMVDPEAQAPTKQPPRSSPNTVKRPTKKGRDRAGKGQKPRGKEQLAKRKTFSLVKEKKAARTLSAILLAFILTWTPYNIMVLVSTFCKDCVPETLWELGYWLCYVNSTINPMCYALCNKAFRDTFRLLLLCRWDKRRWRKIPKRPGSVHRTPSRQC
# CHRM5 agonist: agonists of human muscarinic M5 receptor (CHRM5); CHO-K1 hM5 cells, Fluo-8 calcium fluorescence; 0% DMSO wells, 100% maximal acetylcholine response; 360,000 compounds, 0.19% hits; P08912; activation, % at 3 µM;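 active = activation above the run's mean over test compounds plus 3 SD, cut at about 23% in these data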;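 also: signal is peak over basal fluorescence ratio across the kinetic read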
# Target sequence (P08912 whole entry, looked up): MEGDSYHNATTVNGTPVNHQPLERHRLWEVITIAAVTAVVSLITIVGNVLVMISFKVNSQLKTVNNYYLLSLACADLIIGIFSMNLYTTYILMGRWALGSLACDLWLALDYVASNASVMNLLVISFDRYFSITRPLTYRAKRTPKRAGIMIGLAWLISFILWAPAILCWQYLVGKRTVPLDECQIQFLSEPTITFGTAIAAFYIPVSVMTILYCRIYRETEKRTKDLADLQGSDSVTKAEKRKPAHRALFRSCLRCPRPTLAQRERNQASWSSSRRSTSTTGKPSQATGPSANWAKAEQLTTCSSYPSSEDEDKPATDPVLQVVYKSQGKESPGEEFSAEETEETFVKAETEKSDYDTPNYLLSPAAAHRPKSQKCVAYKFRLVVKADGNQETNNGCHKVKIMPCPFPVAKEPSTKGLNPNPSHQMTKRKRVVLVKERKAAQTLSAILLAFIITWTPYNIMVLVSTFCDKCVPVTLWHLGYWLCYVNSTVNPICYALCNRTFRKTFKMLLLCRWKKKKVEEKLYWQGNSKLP
# TAAR1 ag: agonists of human TAAR1; 360,000 compounds, 0.99% hits; Q96RJ0; CHO RD-HGA16 TAAR1, Fluo-8 calcium fluorescence; vehicle wells 0%, saturating PEA agonist 100%; activation, % at 3 µM;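 active = activation above the mean activation of all test compounds in the run plus 3 SD, cut at about 38% in these data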
#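 Test system: RD-HGA16 (CHO) cells co-expressing Gα16 and hTAAR1 | Doses: Single dose, 3 µM | Schedule: 17-24 h seeding, 75 min 37 °C dye, 30 min RT | Evaluation: % activation from peak over basal fluorescence ratio, DMSO-to-PEA scaled | Technique: Kinetic Fluo-8 calcium fluorescence | Benchmarks: Low control DMSO, high control PEA (EC100)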
# CHRM4 antagonist: antagonists of human muscarinic M4 receptor (CHRM4); inhibition, % at 3 µM; P08173; 360,000 compounds, 0.73% hits; AID 624125; CHO-hM4 cells, ACh EC80, Fluo-8 calcium fluorescence;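 active = inhibition above its plate's cutoff, the mean inhibition of sample wells plus 3 SD, cut at about 27% in these data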;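 also: 0% = acetylcholine EC80 with DMSO and 100% = DMSO without agonist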
# CHRM5 PAM: potentiates acetylcholine response at human M5 receptor; P08912; CHO-K1 hM5, Fluo-8 calcium, ACh EC20 PAM; 0% = ACh EC20, 100% = ACh EC100; activation, % at 3 µM; 360,000 compounds, 0.3% hits;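 active = activation above the run cutoff, the mean activation of all test compounds plus 3 SD, cut at about 18% in these data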
#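 System – CHO-K1 hM5 cells · Compound – 3 µM, single dose · Incubation – compound preincubation 140 s before EC20 acetylcholine addition · Technique – Fluo-8 calcium fluorescence · Measure – Max/basal fluorescence ratio as % of EC20–EC100 ACh window · Benchmarks – low control EC20 acetylcholine (0%), high control EC100 acetylcholine (100%) · Replication – singlicate, one well per test compound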
# CHRM1 PAM: positive allosteric modulators of human M1 muscarinic receptor; CHO-K1 hM1, Fluo-8 calcium fluorescence, ACh EC20; 0% = ACh EC20, 100% = maximal ACh; activation, % at 3 µM; 360,000 compounds, 0.088% hits; AID 588819; in the data active = activation above about 19%, passing the limit was not always enough
# M5 antag: antagonists of human muscarinic M5 receptor (CHRM5); P08912; CHO-hM5 cells, Fluo-8 calcium fluorescence, ACh EC80; inhibition, % at 3 µM; 360,000 compounds, 0.59% hits; AID 624040;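 active = inhibition above a per-plate cutoff, the mean of that plate's test compounds plus 3 SD, cut at about 27% in these data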;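 also: 0% = acetylcholine EC80 with DMSO and 100% = DMSO without agonist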
# CHRM4 agonist: CHRM4 agonism in calcium assay; 360,000 compounds, 0.14% hits; P08173; CHO-K1 hM4/Gqi5, Fluo-8 calcium fluorescence; vehicle 0%, full acetylcholine response 100%; activation, % at 3 µM;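 active = activation above the run mean over all test wells plus 3 SD, cut at about 32% in these data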;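 also: peak over basal fluorescence ratio per well then scaled between controls; 0% = DMSO wells and 100% = acetylcholine at EC100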
# CHRM1 agonist: activates human CHRM1 receptor; P11229; AID 588814; CHO-K1 hM1, Fluo-8 calcium fluorescence, agonist mode; 0% DMSO, 100% acetylcholine EC100; 360,000 compounds, 0.33% hits; activation, % at 3 µM;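 active = activation above the run's mean compound activation plus 3 SD, cut at about 16% in these data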;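 also: peak over basal fluorescence ratio within a 140 s kinetic read after compound addition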
# Active calls of the source: *; · = not tested or not shown. Only part of the results is shown; rates above refer to the full screens.
compound,CHRM1 antagonist,CHRM5 agonist,TAAR1 ag,CHRM4 antagonist,CHRM5 PAM,CHRM1 PAM,M5 antag,CHRM4 agonist,CHRM1 agonist
Cc1ccc(S(=O)(=O)N2CCCCC2CCNC(=O)C(=O)NC2CC2)cc1 (centres undefined),-12,-1,-1,-1,-5,11,9,0,-4
CC(C)NC(=O)c1cnc(Sc2ncc(C(F)(F)F)cc2Cl)n1C,-2,1,12,5,-2,3,-3,2,-5
CCC1Oc2ccccc2N(CC(=O)NCCCN2CCN(CC)CC2)C1=O (centres undefined),-1,-3,1,-4,-6,4,18,0,-4
CNC(=O)c1ccc(N(Cc2ccccc2C)S(C)(=O)=O)cc1,-4,-1,0,8,-5,2,1,2,-3
Cc1ccc(S(=O)(=O)N2CCOCC2)cc1C(=O)OCC(=O)c1ccc(Br)cc1,-6,1,3,-10,-1,12,-8,2,-2
COCCNC(=S)c1ccc(Br)cc1,-21,-1,0,-11,10,11,-3,-1,-5
Nc1ccc(N2CCOCC2)c(Cl)c1,-16,-3,4,-4,-4,7,-8,1,-2
O=C(NNS(=O)(=O)c1ccccc1[N+](=O)[O-])c1ccncc1,-9,-1,3,1,-1,2,9,0,-4
O=C(NCCc1ccccc1)C1CCN(S(=O)(=O)c2ccccc2)CC1,-16,3,10,15,3,11,-9,3,-4
S=C(Nc1ccccc1)N1CCOCC1,-6,-1,11,-5,0,12,-4,1,-5
CC(=O)Nc1c(NC(=O)CC#N)[nH]c2c(c1=O)c(=O)n(C)c(=O)n2C,-5,-2,2,5,0,10,-1,1,-4
C/C(Cn1nnc2ccccc21)=N/OC(=O)c1c(F)cccc1F,4,2,8,-3,3,0,-2,3,-3
COCc1c(C(=O)Nc2nnc(C3CC3)s2)oc2ccccc12,-12,0,2,-13,-2,7,-2,3,-1
CCCCCn1c(CN2CCN(Cc3ccccc3)CC2)nc2c1c(=O)n(C)c(=O)n2C,-2,-7,11,-17,1,-8,-5,1,-7
CC(=O)Nc1cccc(NC(=O)C2CCN(C(=O)c3ccco3)CC2)c1,-3,-1,2,8,-2,16,9,0,-2
CCCCOc1cccc(/C=N/NC(=O)c2csc(C)c2C)c1,-3,-9,8,-5,-12,2,-2,1,-5
Nc1nc(SCC(=O)Nc2ccc3c(c2)OCO3)n[nH]1,-4,-1,4,-2,6,2,6,1,-5
COc1ccc(NC(=O)c2cc(-c3ccc(F)cc3OC(C)C)n[nH]2)c(OC)c1,-2,-1,-2,-4,-2,-4,-1,4,-5
Cc1ccc(-c2nc3c4ccccc4ccn3c2CN2CCCCC2)cc1,-7,-4,0,-5,2,4,2,-2,-5
OC(c1cccc(Cl)c1)c1ncc(-c2ccccc2Cl)[nH]1 (centres undefined),2,-2,5,2,-10,-12,4,7,-5
COC(=O)c1cccnc1-n1c(=O)c2cccnc2n(CC(=O)Nc2ccc(Br)cc2)c1=O,-17,0,4,-5,1,15,15,2,6
COc1ccccc1NS(=O)(=O)c1ccc(C)c(C(=O)NCC(c2ccco2)N2CCCCC2)c1 (centres undefined),-10,-3,0,-1,-2,5,10,3,-3
CCS(=O)(=O)c1ccc2oc(Nc3ccc(C(C)C)cc3)nc2c1,-4,-5,0,-20,-5,4,6,2,-3
COc1ccc(CN(C)CC(=O)N(C)CC(=O)Nc2ccccc2Br)cc1F,-6,-3,1,3,5,7,-1,2,-4
Cc1ccc(C(=O)N2CCN(S(=O)(=O)c3ccccc3C#N)CC2)cc1S(=O)(=O)N1CCOCC1,-5,0,1,-5,-8,5,8,5,-7

# One compound at a time (already shown). Order of screens: CHRM1 antagonist | CHRM5 agonist | TAAR1 ag | CHRM4 antagonist | CHRM5 PAM | CHRM1 PAM | M5 antag | CHRM4 agonist | CHRM1 agonist
# `CC(=O)Nc1cccc(NC(=O)C2CCN(C(=O)c3ccco3)CC2)c1` is entered as -3 | -1 | 2 | 8 | -2 | 16 | 9 | 0 | -2
# `Cc1ccc(C(=O)N2CCN(S(=O)(=O)c3ccccc3C#N)CC2)cc1S(=O)(=O)N1CCOCC1` is entered as -5 | 0 | 1 | -5 | -8 | 5 | 8 | 5 | -7
# `COCCNC(=S)c1ccc(Br)cc1` is entered as -21 | -1 | 0 | -11 | 10 | 11 | -3 | -1 | -5
# `Cc1ccc(-c2nc3c4ccccc4ccn3c2CN2CCCCC2)cc1` is entered as -7 | -4 | 0 | -5 | 2 | 4 | 2 | -2 | -5

# Later entries
compound,CHRM1 antagonist,CHRM5 agonist,TAAR1 ag,CHRM4 antagonist,CHRM5 PAM,CHRM1 PAM,M5 antag,CHRM4 agonist,CHRM1 agonist
COc1cc2c(cc1OC)CN(C(=O)CNC(=O)c1ccc(OC(F)F)cc1)CC2,-12,-1,1,6,2,11,-9,2,3
COc1ccc(C2=NCC(CSc3nnc(-c4ccc5c(c4)OCO5)o3)S2)cc1 (centres undefined),19,2,8,-8,-15,-7,7,5,1
CCOC(=O)N1CCC(NC(=O)c2cn(-c3ccc(OC)cc3)c(=O)c3ccccc23)CC1,0,3,1,15,-3,4,0,2,-4
O=C(Nc1cccnc1)c1ccc(Br)c(S(=O)(=O)N2CCCC2)c1,10,3,5,-22,0,-2,-11,15,0
COCCOc1ccc(C(F)(F)F)cc1NC(=O)c1ccccc1,-10,1,3,-2,-5,5,1,0,-5
Cc1cc(C)c(S(=O)(=O)c2ccccc2Cl)c(=O)[nH]1,-4,-2,0,0,-5,8,6,1,-1
CC[C@@H](C)[C@@H]1CN([C@@H](CN2CCC[C@H]2CN2C(N)=NC[C@@H]2Cc2ccccc2)C(C)C)C(=N)N1CCCC1CCCC1,29,-10,·,3,-3,-31,0,0,-10
Cc1ccc(S(=O)(=O)CCC(=O)Nc2ccc(F)cc2)cc1,-1,3,2,0,15,9,-9,1,-6
COc1ccccc1NS(=O)(=O)c1cc(NC(=O)C2CCCO2)ccc1C (centres undefined),8,-2,0,-2,-2,-2,7,1,-7
Cc1cc(C)n(-c2ccc(C(=O)Nc3ccc(C)c(S(=O)(=O)N(C)C)c3)cc2)n1,0,3,15,5,-17,-1,8,19,-4
COc1ccccc1NC(=O)C1CCN(c2ncnc3c2nc2n3CCCCC2)CC1,-10,1,-2,6,1,9,3,3,-1
CCCCN(C(=O)CN1CCOCC1)c1c(N)n(CC(C)C)c(=O)[nH]c1=O,2,-2,1,4,-4,-1,5,0,-8
COc1cc([N+](=O)[O-])ccc1NC(=O)CCN1C(=O)C2C3CCC(C3)C2C1=O (centres undefined),7,-2,0,23,-10,-4,11,2,-2
O=C1CSC(=S)N1c1ccccc1,-8,6,2,-14,9,5,10,1,-1
CCOC(=O)c1cnc2nc(SCc3ccccc3Cl)[nH]n2c1=O,-7,-2,6,6,-5,3,18,-1,-3
O=C(CN1CCOCC1)N1CCCc2ccccc21,-4,-1,1,-5,3,8,2,2,-2
Cn1c(SCCS(=O)(=O)c2ccc(Cl)cc2)nnc1-c1ccccc1,-31,0,5,-4,-2,0,0,1,0
CSc1nnc2c3ccccc3c3ccccc3c2n1,-3,1,9,3,-4,7,0,0,-3
Cn1cc(Cl)c(C(=O)NNC(=S)NC2CCCCC2)n1,-9,-1,0,0,-8,6,14,1,-4
O=C(c1cc(S(=O)(=O)N2CCOCC2)ccc1F)N1CCc2ccccc21,-7,0,-2,-10,1,12,4,5,-1
O=C(c1cc(COc2ccc(F)cc2Cl)on1)N1CCCCC1c1cccnc1 (centres undefined),6,5,2,-6,-2,0,-3,10,-1
CCOC(=O)C(C(=O)OCC)C(Nc1cccc(Br)c1)c1ccccc1 (centres undefined),12,-3,-2,-4,6,0,-1,-1,-4
COc1ccc(N2CCN(C(=O)c3cccc(NC4=NC5CS(=O)(=O)CC5S4)c3)CC2)cc1 (centres undefined),-12,-4,0,-30,3,7,-8,-1,-3
Cc1ccc(C)c(NS(=O)(=O)c2c(C)nn(C)c2C)c1,-15,-2,3,-8,2,5,-9,2,-1
CCc1ccc(N(C(=O)c2csnn2)C(C(=O)NC2CCCC2)c2cccnc2)cc1 (centres undefined),4,-2,1,-14,-5,14,9,2,9

# The results go on:
# Fields: CHRM1 antagonist | CHRM5 agonist | TAAR1 ag | CHRM4 antagonist | CHRM5 PAM | CHRM1 PAM | M5 antag | CHRM4 agonist | CHRM1 agonist
CCN(CC)CCNc1ncnc2c1sc1nc(N3CCOCC3)c3c(c12)CCCC3
 : 0 | -19 | 3 | 19 | -2 | -1 | 12 | 2 | -7
NC(CCc1ccccc1)c1csc(Nc2ccc(C(=O)c3ccccc3)cc2)n1 (centres undefined)
 : 4 | 6 | 41* | 9 | 7 | 3 | 0 | 15 | 5
O=C(NCc1cccs1)C1CC(=O)N(c2ccccc2)C1 (centres undefined)
 : -11 | -6 | 4 | -9 | -7 | 5 | -8 | 1 | -4
O=C(Nc1ccc(Cl)cc1)N(Cc1cccs1)Cc1cccs1
 : -7 | -2 | 14 | -2 | -20 | -13 | 12 | 5 | -3
CN1c2ccccc2N(C)C1(C)c1ccccc1
 : -8 | 0 | 1 | 1 | 5 | 6 | -3 | 1 | -9
O=C(c1cccc(NS(=O)(=O)c2ccccc2)c1)N1CCCC1
 : -17 | -4 | 2 | -3 | 9 | 14 | -1 | 0 | -3
CCOC(=O)C1C(c2ccccc2O)NC(=O)NC1(O)C(F)(F)F (centres undefined)
 : -5 | -1 | 8 | 2 | 2 | 5 | 9 | 0 | -4
Cc1cc2nn(-c3ccc(F)cc3)nc2cc1N
 : -12 | -6 | -1 | -2 | 3 | 9 | 4 | 0 | -3
COCCNC(=O)c1c[nH]c2ccc(S(=O)(=O)N(C)c3ccc(C)c(C)c3)cc2c1=O
 : 0 | 0 | 12 | -4 | 4 | 8 | -7 | 9 | 0

# In the list so far, 3 have a furan ring, fused or not:
# Fields: CHRM1 antagonist | CHRM5 agonist | TAAR1 ag | CHRM4 antagonist | CHRM5 PAM | CHRM1 PAM | M5 antag | CHRM4 agonist | CHRM1 agonist
COCc1c(C(=O)Nc2nnc(C3CC3)s2)oc2ccccc12
 : -12 | 0 | 2 | -13 | -2 | 7 | -2 | 3 | -1
CC(=O)Nc1cccc(NC(=O)C2CCN(C(=O)c3ccco3)CC2)c1
 : -3 | -1 | 2 | 8 | -2 | 16 | 9 | 0 | -2
COc1ccccc1NS(=O)(=O)c1ccc(C)c(C(=O)NCC(c2ccco2)N2CCCCC2)c1 (centres undefined)
 : -10 | -3 | 0 | -1 | -2 | 5 | 10 | 3 | -3
